# From PubChem
# MCF10A rereplic – inducers of DNA re-replication in MCF 10A breast cells; MCF 10A DNA re-replication, Hoechst nuclear intensity, 48 h; Potency, µM (doses to about 46.1 µM), inactives show at the highest dose activity, positive = re-replication, usual class: activators; 350,000 compounds, 2.9% hits; AID 624296; also: potency is read from the fitted curve at half-maximal effect; % of control where 0% means no effect; nearly all actives have a fitted effect of over 50% in size
# KB-3-1 cytotox – KB-3-1 parental cell cytotoxicity; KB-3-1 viability, CellTiter-Glo ATP luminescence, 72 h; Potency, µM (top dose mostly 46.1 µM), without a hit: at the top dose activity change, negative = cytotoxic, hits mostly cytotoxic; 400,000 compounds, 1.4% hits; also: potency is read from the fitted curve at half-maximal effect; % is scaled to controls: 0 for no effect and ±100 for the full control effect; nearly all actives have a fitted effect of over 60% in size
#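 Viability of parental KB-3-1 cells, measured by CellTiter-Glo luminescence, followed a 72 h incubation at 37 °C with pinned compounds in phenol-red-free DMEM containing 10% FBS.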
# SW480 rerep – induces DNA re-replication in SW480 colon adenocarcinoma cells. SW480 DNA re-replication, Hoechst DNA content imaging, 48 h. Potency, µM (series often up to 46.1 µM), for the others: top-dose re-replication activation, usual class: activators. 340,000 compounds, 1.8% hits; also: potency is read from the fitted curve at half-maximal effect; % of control where 0% means no effect; nearly all actives have a fitted effect of over 55% in size
#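 First, 250 cells per well were seeded. Next, compound or vehicle (23 nL) was pinned in, plates sat 48 hr at 37 C. Finally Hoechst was added for 40 min before fluorescence scanning.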
# IL1B secr inh – inhibitors of inflammasome signaling (IL-1 beta secretion); THP-1 LPS/ATP IL-1B secretion, AlphaLISA, 16 h; stronger effect = lower value; activity change, % at 57.5 µM; 360,000 compounds, 4.7% hits; AID 743279; in the data active = activity change below about -50%; inconclusive = mostly about -30% to -49%; also: % is scaled to controls: 0 for no effect and ±100 for the full control effect
#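 Secreted IL-1B measured by AlphaLISA bead assay after 16 h compound exposure of THP-1 cells; compounds (final up to 57.5 uM) added 1 h before LPS (250 ng/mL) and ATP (1.25 mM) stimulation; lower signal means less secretion.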
# HT1080-NT tox – kills 2HG-producing HT-1080-NT fibrosarcoma cells; HT-1080-NT fibrosarcoma viability, CellTiter-Glo ATP luminescence, 48 h; Potency, µM (titrated, usually from 46.1 µM), for inactives: at the top dose activity, negative = less viability, most hits filed as cytotoxic; 360,000 compounds, 1.6% hits; AID 686970;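 also: NT is the 2HG producing partner of a matched IDH1 knockdown line; potency is read from the fitted curve at half-maximal effect; 0% = DMSO-treated cells and -100% = media-only wells without cells; nearly all actives have a fitted effect of over 55% in size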
#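 HT-1080-NT fibrosarcoma cells (2HG-overproducing), 750 cells/well in RPMI with 5% FBS, dosed after 2 h and incubated 48 h at 37C. CellTiter-Glo luminescence normalized to DMSO and no-cell wells; concentration-response curves fitted and classed.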
# D3 ag – activates the human D3 dopamine receptor; P35462; D3R DiscoveRx beta-arrestin cells, luminescence, 90 min; max activation, %; 410,000 compounds, 0.58% hits; AID 652048; in the data active = max activation above about 30%; also: 0% is about no effect; mostly tested at two doses, the higher about 12 µM
# Target sequence (P35462 whole entry, looked up): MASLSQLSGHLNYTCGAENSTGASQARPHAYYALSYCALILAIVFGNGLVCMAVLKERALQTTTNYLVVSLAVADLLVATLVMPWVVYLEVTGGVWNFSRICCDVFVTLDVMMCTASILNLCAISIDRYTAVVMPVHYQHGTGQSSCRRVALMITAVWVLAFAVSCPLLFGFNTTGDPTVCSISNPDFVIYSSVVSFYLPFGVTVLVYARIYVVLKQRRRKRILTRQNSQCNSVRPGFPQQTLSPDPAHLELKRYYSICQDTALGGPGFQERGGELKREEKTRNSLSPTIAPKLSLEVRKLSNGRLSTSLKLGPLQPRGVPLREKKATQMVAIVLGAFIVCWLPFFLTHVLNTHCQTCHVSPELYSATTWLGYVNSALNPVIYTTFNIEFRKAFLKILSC
#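 Agonist-mode cell screen: cells plated at 1500/well and incubated overnight at 37 °C, then exposed to library compounds for 90 min at 37 °C. Detection reagent was added for 30–60 min at room temperature, and luminescence was read.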
# HEK293 tox – cytotoxicity counter-screen for GLP-1 receptor inverse agonists; 410,000 compounds, 0.13% hits; HEK293 cAMP-luciferase reporter cells, luminescence, 24 h; Potency, µM (titrated, usually from 38.3 µM), without a hit: at the top dose activity change, negative = inhibition, hits mostly inhibitors;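 also: loss of luciferase light is scored as toxicity; potency is read from the fitted curve at half-maximal effect; % is scaled to controls: 0 for no effect and ±100 for the full control effect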
#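 To flag toxic compounds, the library was rerun on cells for 24 hr at 37 deg C and 5% CO2. Viability-linked luminescence was captured 12 min after adding luciferase detection reagent.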
# KB-V1 cytotox – KB-V1 MDR subline cytotoxicity. 400,000 compounds, 3.4% hits. KB-V1 MDR cells viability, CellTiter-Glo, 72 h. Potency, µM (series often up to 46.1 µM), inactives show at the top dose activity change, negative = cytotoxicity, actives largely listed as cytotoxic; also: potency is read from the fitted curve at half-maximal effect; % is scaled to controls: 0 for no effect and ±100 for the full control effect; nearly all actives have a fitted effect of over 60% in size
#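 Compound-treated KB-V1 multidrug-resistant cells, 72 h, 37 degrees C; viability by CellTiter-Glo. Fitted qHTS curves give the values.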
# HT1080 IDH1KD tx – kills HT-1080 cells with IDH1 knockdown | 360,000 compounds, 2% hits | Potency, µM (highest dose often 46.1 µM), for inactives: at the highest dose activity, negative = toxicity, actives largely listed as cytotoxic | HT-1080 IDH1 knockdown viability, ATP luminescence, 48 h;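 also: potency is read from the fitted curve at half-maximal effect; 0% = DMSO wells and -100% = cell-free medium wells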
#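 Assay cells: HT-1080 with IDH1 knockdown, 750 per well, RPMI/5% FBS. Exposure: 48 h at 37 °C following 2 h pre-incubation. Read: CellTiter-Glo luminescence; fitted concentration-response, curve class assigned.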
# The depositor's hits bear a star; u = inconclusive; x = not tested or not shown; [ ] = another dose, or the depositor's remark. Unless noted, calls follow the shape of the dose curve; as a rule, active = well fitted curve in the direction sought with a large enough effect; inconclusive = small, poorly fitted or top-dose-only effect, or another doubt; inactive = no such curve, though single readings can be large; an effect the other way counts as inactive or inconclusive.
Compound,MCF10A rereplic,KB-3-1 cytotox,SW480 rerep,IL1B secr inh,HT1080-NT tox,D3 ag,HEK293 tox,KB-V1 cytotox,HT1080 IDH1KD tx
COC(=O)c1ccccc1NC(=O)NCc1c(C)nn(C)c1C,11.0%,-7.4%,-3.2%,44.2,9.1%,2.5,-5.1%[7.66 µM],u,3.3%
O=c1[nH]c(/C(Cl)=C/c2c(F)cccc2Cl)nc2cc(Cl)ccc12,u,-29.3%,-1.2%,21.5,u,10.7,8.8%,-9.9%,u
CN(c1ccccc1)S(=O)(=O)c1cccc(NC(=O)COc2ccccc2)c1,0.4%,-6.4%,7.5%,8.4,-0.2%,-0.6,-6.3%,7.1%,2.9%
Cc1ccc(Oc2cc(NC(=O)CCCn3nc([N+](=O)[O-])cc3C)cc([N+](=O)[O-])c2)cc1,-1.1%,-11.7%,-0.1%,u,-5.4%,-14.3,u,5.17µM*,-4.5%
CCC(=O)Nc1c(-c2ccc(Cl)cc2)c(=O)c2ccccc2n1C,3.3%,7.9%,-12.8%,-6.0,-3.4%,-0.9,19.5%,-1.6%,-6.0%
COCCn1c(SCC(=O)N2CCC(C)CC2)nc2c([nH]c3ccccc32)c1=O,5.4%,u,-1.7%,10.7,-4.6%,6.6,7.7%,u,0.5%
COc1ccc(NC(=O)CN2CCN(CC(=O)Nc3ccccc3Cl)CC2)cc1Cl,10.6%,-26.9%,1.3%,-51.4*,-1.1%,-0.6,10.1%,u,-0.8%
CN(c1ccccc1)S(=O)(=O)c1cccc(NC(=O)CSc2nccc(=O)[nH]2)c1,-2.2%,x,7.9%,2.5,-10.2%,-17.7,-4.6%,x,-8.1%
COc1ccc(-c2nc(SC(CC(=O)NCCN3CCOCC3)c3cccs3)n[nH]2)cc1 (configuration not stated),-6.2%,0.0%,5.6%,8.5,13.1%,4.9,5.9%,-1.1%,23.5%
O=C(Nc1nncs1)c1cccc(S(=O)(=O)N2CCCC2)c1,0.3%,18.0%,-4.1%,4.3,13.6%,0.9,0.0%,-3.7%,5.3%
c1ccc(-c2cc3nc(NCC4CC4)nc(NCC4CCCCC4)c3s2)cc1,x,u,x,-108.6*,3.26µM*,-0.9,u,u,4.61µM*
COc1ccc(CCNC(=O)C(=O)NCc2cccs2)cc1OC,22.0%,-1.5%,u,28.5,-18.2%,2.1,3.7%,u,-5.6%
COc1ccccc1CNC(=O)C1CCN(S(=O)(=O)N2CC(C)CC(C)C2)CC1 (configuration not stated),8.4%,-2.0%,4.9%,-18.5,-9.6%,-10.6,6.0%,-24.3%,-0.8%[9.24 µM]
CCN(CC)C(=O)[C@H]1CC(CC(=O)NCCCN(C)C)C(=O)N2CCc3c([nH]c4ccccc34)[C@]12C (some centres not stated),u,0.0%,17.8%,-7.9,7.0%,15.2,1.5%,0.0%,6.1%
CS(=O)(=O)N(Cc1ccc(C(=O)NC2CCCCC2O)cc1)c1ccccc1 (configuration not stated),0.8%,10.8%,-3.5%[9.22 µM],25.7,17.4%,0.6,-10.3%,15.9%,12.4%
N#Cc1ccccc1S(=O)(=O)N1CCN(C(=O)[C@H](Cc2ccccc2)NC(=O)c2ccco2)CC1,-0.6%,5.2%,-3.8%,7.7,-3.6%,4.1,-11.9%,u,-10.5%
O=C1CCC([N+](=O)[O-])C(c2cc3c(cc2Br)OCO3)N1 (configuration not stated),6.2%,6.7%,-1.2%,0.0,-0.7%,3.4,9.7%,-2.5%,-1.1%
O=C(O)CSc1nnc(-c2ccc3c(c2)OCO3)n1-c1ccccc1,-1.1%,6.0%,-26.9%,-4.6,11.0%,3.7,-0.5%,0.9%,8.8%
OCC[C@@H]1C[C@H](O)[C@@H](O)[C@]2(OCc3cc(Cl)ccc32)O1,x,0.1%,x,8.0,8.3%,-9.4,4.8%,0.0%,20.1%
COc1cccc(NC(=O)c2cnc(SCC(=O)NCc3ccc4c(c3)OCO4)n(C)c2=O)c1,u,2.5%,u,-10.7,6.9%,5.0,5.1%,-8.4%,6.3%
CC(=O)c1ccc(NC(=O)CSc2nc(-c3ccccc3C)nc3c2c(=O)n(C)c(=O)n3C)cc1,x,-0.2%,x,x,x,6.5,-1.0%,-24.2%,x
O=C(Nc1cccc(C(F)(F)F)c1)c1csc([C@@H]2C[C@H](O)[C@@H](CO)O2)n1,x,0.0%,x,-2.4,14.2%,-8.4,-7.6%,13.1%,10.1%
OCCc1c[nH]c2cc(F)ccc12,23.5%,8.6%,-3.0%,9.1,-4.6%,8.1,1.3%,-11.3%,-1.8%
Fc1ccc(-c2noc3ncnc(N4CCN(c5ccccc5)CC4)c23)cc1,x,-6.0%,x,x,x,-7.1,9.8%,-6.9%,x

# Profiles, quoted from the list. Order of screens: MCF10A rereplic	KB-3-1 cytotox	SW480 rerep	IL1B secr inh	HT1080-NT tox	D3 ag	HEK293 tox	KB-V1 cytotox	HT1080 IDH1KD tx
# COc1ccc(-c2nc(SC(CC(=O)NCCN3CCOCC3)c3cccs3)n[nH]2)cc1 (configuration not stated) in the list: -6.2%	0.0%	5.6%	8.5	13.1%	4.9	5.9%	-1.1%	23.5%
# CC(=O)c1ccc(NC(=O)CSc2nc(-c3ccccc3C)nc3c2c(=O)n(C)c(=O)n3C)cc1 in the list: x	-0.2%	x	x	x	6.5	-1.0%	-24.2%	x

# (next part)
Compound,MCF10A rereplic,KB-3-1 cytotox,SW480 rerep,IL1B secr inh,HT1080-NT tox,D3 ag,HEK293 tox,KB-V1 cytotox,HT1080 IDH1KD tx
Fc1ccccc1N1CCN(CCCNc2ccc3nncn3n2)CC1,-1.9%,8.9%,-20.6%,13.3,3.1%,46.0*,-6.0%,0.0%,3.8%
S=c1[nH]c2nc(Cl)c(Cl)nc2[nH]1,x,0.4%,x,18.1,-13.3%,-9.6,-17.0%,18.0%,-4.2%
C[C@H](N)C(=O)N1CCC(C(=O)N[C@@H](Cc2ccccc2)C(=O)Nc2ccc(F)cc2)CC1,-3.7%,0.0%,10.3%,-5.1,-0.1%,-5.1,u,13.2%,-4.8%
CCN(C(=O)Cn1c(=O)n(CC2CCC(C(=O)NC)CC2)c(=O)c2sccc21)c1ccccc1 (configuration not stated),x,0.7%,x,x,x,2.2,4.8%,5.5%,x
CC(C)(C)OC(=O)N1CCCC1C(=O)O (configuration not stated),-2.4%,4.5%,-2.6%,18.9,-4.2%,26.6,16.5%,-0.3%,3.7%
O=C(NCc1ccccc1)C1Nc2ccc(OC(F)(F)F)cc2C2C=CCC12 (configuration not stated),u,-5.1%,10.5%,12.9,4.2%,17.4,8.8%,-3.9%,6.9%
Cc1occc1C(=O)NNC(=O)c1ccccc1[N+](=O)[O-],6.8%,-1.2%,12.3%,-14.8,-5.5%,-5.1,-4.0%,-30.6%,15.2%
COCCCNC(=O)CN1C(=O)/C(=C/c2ccccc2C)Sc2ccccc21,8.8%,23.9%,-12.3%,-7.8,-0.1%,-8.4,7.2%,u,6.6%
O=C1C2CCCCN2C(=O)N1CCCN1CCN(c2cccc(C(F)(F)F)c2)CC1 (configuration not stated),-8.4%,3.6%,-73.2%[inhibitor][1.84 µM],32.0,3.5%,-14.2,-17.5%,-6.4%,3.2%
C[C@H](NC(=O)c1[nH]cnc1C(=O)Nc1ccccc1)c1ccccc1,u,u,2.6%[9.22 µM],4.2,-12.9%,3.4,-7.8%,-9.7%,-14.1%
CCc1ccc(N2CC(C(=O)Nc3nnc(CC)s3)CC2=O)cc1 (configuration not stated),-6.4%,-2.9%,-6.1%,25.0,-4.8%,-5.5,-6.9%,-4.2%,5.9%
CCOC(=O)C(C)c1nn(C)c(=O)c2ccccc12 (configuration not stated),-2.5%,-5.2%,-3.2%,31.6,-0.8%,0.7,-11.5%,-8.2%,-0.2%
CCOC(=O)CSc1nc2c(sc3cccc(F)c32)c(=O)n1Cc1ccc(OC)cc1,x,8.0%,x,x,x,7.8,5.2%,2.1%,x
COc1c2occc2c(OC)c2c(=O)cc(C(F)(F)F)oc12,11.8%,14.5%,-6.7%,-13.2,7.5%,3.6,4.6%,13.5%,-0.7%
COCCNC(=O)C1CCCN(C(=O)Cc2ccc(F)cc2)CC1 (configuration not stated),x,0.0%,x,10.3,u,9.9,-3.8%,3.4%,26.0%
COc1cc(/C=C/C(=O)OCC(=O)Nc2c(C)n(C)n(-c3ccccc3)c2=O)ccc1O,0.3%,0.0%,1.6%,7.3,8.7%,3.2,-10.0%,0.0%,9.7%
O=C1OC(c2ccc(F)cc2)=C/C1=C\c1ccc(O)cc1,11.6%,2.7%,-10.9%,2.0,-1.7%,0.4,5.2%,0.7%,7.0%
CC(C)NC(=S)N1CCN(c2ncccn2)CC1,-14.3%,-2.4%,-3.3%,6.9,-4.1%,-10.9,10.0%[1.53 µM],u,-7.1%
CCCCCOc1ccc(/C=c2\sc3nc(=O)c(-c4ccccc4)nn3c2=O)cc1OC,4.4%,3.6%,-3.4%,19.8,2.2%,-0.8,1.0%,2.2%,-5.9%
Cc1ccc(OCCCn2c(=O)oc3ccccc32)cc1,-0.3%,8.9%,-16.6%,-10.1,14.2%,1.1,4.7%,0.0%,16.8%
Cc1ccc(S(=O)(=O)Cc2cc(F)c([N+](=O)[O-])cc2[N+](=O)[O-])cc1,u,u,u,-92.4*,2.91µM*,-5.5,u,u,6.51µM*
CCOC(=O)c1ccc(CC(=O)c2ccc(O)cc2O)o1,0.1%,8.2%,1.5%,0.0,9.1%,32.1*,-21.0%,-4.8%,-1.3%
CCCOc1ccc(C2C(C(=O)c3ccc(C)o3)=C(O)C(=O)N2Cc2ccco2)cc1 (configuration not stated),-2.1%,0.0%,u,18.3,-1.0%,1.5,0.6%,18.4µM*,-3.0%
